Diaph act CS = diaphorase activation or chemical reduction counter-screen | hit rate 0.005% among 190,000 | AID 1229 | Diaphorase/resazurin coupled assay, resorufin fluorescence, 16 min; hits give high values; 1 = vehicle wells, 0 = NADH-free wells | activation factor at 20 µM;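 active = diaphorase activity raised at least twofold by the compound at 20 µM; inactive = activation factor below 2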
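Material: bacterial diaphorase enzyme (C. kluyveri); amount: enzyme 0.07 U/mL final; reagent: NADH substrate 0.114 mM plus resazurin dye 0.1 mM, final; doses: single compound dose of 20 µM, 1% DMSO final; timing: 16 min enzyme reaction, ambient temperature; measured by: fluorescence of resorufin, 544 nm excitation, 590 nm emission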
bIAP activator = increases bovine intestinal alkaline phosphatase activity. AID 1016. purified bovine IAP, CDP-star luminescence, 30 min; hits give high values; fold of DMSO-control signal, blank-subtracted. activation factor at 20 µM. hit rate 0.17% among 200,000;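 active = activation factor of 2 or more at 20 µM, a signal rise over negative controls twice the positive control's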
L major viab = reduces viability of Leishmania major promastigotes | resazurin fluorescence viability | inhibition, % at 10 µM | hit rate 9% among 200,000; in the data active = inhibition above about 50%;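 note: promastigotes grown with compound for 44 hours at 28 °C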
TNAP act hiacc = activators of human TNAP at high phosphate acceptor concentration; 200,000 tested, under 10 active; activation factor at 20 µM; purified TNAP, CDP-star luminescence, 1 M DEA, 30 min; hits give high values; 0 = EDTA background, 1 = DMSO-only activity;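 active = activation factor at least 2 at 20 µM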
Target sequence (P05186 whole entry, looked up): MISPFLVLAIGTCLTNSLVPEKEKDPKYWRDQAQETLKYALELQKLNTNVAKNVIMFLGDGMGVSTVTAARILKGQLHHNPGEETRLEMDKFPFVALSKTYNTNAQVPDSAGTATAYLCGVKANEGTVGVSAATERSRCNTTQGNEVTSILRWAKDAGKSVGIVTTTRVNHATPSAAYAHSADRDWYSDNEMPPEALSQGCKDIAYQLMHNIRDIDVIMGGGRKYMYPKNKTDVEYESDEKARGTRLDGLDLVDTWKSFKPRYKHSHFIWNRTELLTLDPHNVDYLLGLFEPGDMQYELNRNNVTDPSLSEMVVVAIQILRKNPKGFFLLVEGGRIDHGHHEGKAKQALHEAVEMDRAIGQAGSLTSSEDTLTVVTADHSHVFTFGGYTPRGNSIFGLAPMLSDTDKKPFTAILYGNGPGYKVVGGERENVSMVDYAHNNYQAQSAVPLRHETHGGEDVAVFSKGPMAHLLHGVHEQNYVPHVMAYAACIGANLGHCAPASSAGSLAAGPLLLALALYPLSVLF
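system = human TNAP | amount = enzyme diluted 1/800 final | reagent = 100 µM CDP-star substrate | signal = luminescent substrate turnover signal | dosing = one dose, 20 µM | benchmarks = EDTA negative control, DMSO positive control | measure = activation factor | timing = 30 min reaction, room temperature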
TNAP inh no acc = blocks human TNAP activity with no phosphate acceptor present; purified TNAP, CDP-star luminescence, 30 min; inhibition, % at 20 µM; hit rate 0.26% among 200,000; P05186;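 active = tissue-nonspecific alkaline phosphatase inhibition above about 50% at 20 µM in the single-dose screen, limit read from the data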;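 note: 0% = DMSO negative control and 100% = EDTA positive control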
PMI act satM6P = PMI (human) activation, high substrate; activation factor at 20 µM; hit rate 0.34% among 190,000; coupled PMI enzyme assay, resazurin fluorescence, 20 min; hits give high values; 1 = untreated enzyme, 0 = substrate-free blank; P34949;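 active = activation factor of 2 or more at 20 µM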
Target sequence (P34949 whole entry, looked up): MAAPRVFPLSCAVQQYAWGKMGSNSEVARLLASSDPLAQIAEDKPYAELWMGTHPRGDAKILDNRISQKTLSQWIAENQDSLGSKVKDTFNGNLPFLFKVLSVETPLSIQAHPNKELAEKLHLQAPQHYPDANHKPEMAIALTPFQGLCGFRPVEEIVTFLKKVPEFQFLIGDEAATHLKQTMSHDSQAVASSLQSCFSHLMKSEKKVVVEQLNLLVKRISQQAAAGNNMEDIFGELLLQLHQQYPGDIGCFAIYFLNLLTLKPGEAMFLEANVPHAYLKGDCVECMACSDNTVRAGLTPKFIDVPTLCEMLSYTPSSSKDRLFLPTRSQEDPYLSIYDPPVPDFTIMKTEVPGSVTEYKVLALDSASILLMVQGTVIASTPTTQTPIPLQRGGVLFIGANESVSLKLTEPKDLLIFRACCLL
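assay system = human phosphomannose isomerase with PGI, G6PDH, diaphorase coupling enzymes | quantity = 15 ng/mL PMI | incubation = enzyme reaction with compound 20 min at room temperature | medium = HEPES pH 7.4 buffer with MgCl2 and Tween-20 | compound dosing = one concentration, 20 µM, in 1% DMSO | measured by = Diaphorase-driven resazurin-to-resorufin fluorescence, excitation 544, emission 590 nm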
TNAP inh hiacc = inhibitors of human TNAP at high phosphate acceptor concentration; inhibition, % at 20 µM; purified TNAP, CDP-star luminescence, 1 M DEA; P05186; hit rate 0.03% among 200,000;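 active = over 50% inhibition of tissue-nonspecific alkaline phosphatase at 20 µM in the single-dose screen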;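 note: plate controls were DMSO wells for no effect and EDTA-quenched wells as full inhibition for full effect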
bIAP inh = intestinal alkaline phosphatase (bovine) inhibition; purified bovine IAP, CDP-star luminescence, 30 min; 190,000 tested, under 10 active; inhibition, % at 20 µM;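 active = over 50% inhibition of intestinal alkaline phosphatase at 20 µM in the single-dose screen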
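Incubation: 30 min reaction at room temperature / Material: purified bovine intestinal alkaline phosphatase (IAP) enzyme / Input: enzyme at 1/65,000,000 dilution / Dosing: 20 µM single dose / Signal: CDP-star luminescence signal / Reagent: CDP-star chemiluminescent phosphatase substrate, 30 µM final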
Diaph inh CS = inhibits diaphorase or chemically oxidizes, flagging diaphorase assay artifacts; diaphorase resazurin-to-resorufin fluorescence, NADH, 16 min; bacterial (C. kluyveri) enzyme, not human; inhibition, % at 20 µM; hit rate 0.69% among 190,000; AID 1217;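 active = primary screen inhibition at 20 µM above a set limit, cut at about 50% in these data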;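 note: plate controls were DMSO with full reaction for no effect and wells lacking NADH for full effect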
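controls = No-NADH positive control and DMSO neutral control | system = Clostridium kluyveri diaphorase enzyme | timing = reaction incubation of 16 min at room temperature | signal = resorufin fluorescence 544/590 nm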
PMI act = phosphomannose isomerase (human) activation; AID 1214; purified human PMI, coupled resazurin fluorescence, 20 min; hits give high values; 1 = vehicle control, 0 substrate-free wells; P34949; activation factor at 20 µM; hit rate 0.005% among 190,000;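 active = activation factor of 2 or more at 20 µM, relative to plate controls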
Numbers without * were called inactive; / = not tested or not shown.

Results follow in this order: Diaph act CS	bIAP activator	L major viab	TNAP act hiacc	TNAP inh no acc	PMI act satM6P	TNAP inh hiacc	bIAP inh	Diaph inh CS	PMI act
1: O=C1C2N=NN(CC(=O)N3N=C(c4cccc5ccccc45)CC3c3ccccc3)C2C(=O)N1c1ccccc1 (stereo unspecified)
 : 0.9	1.1	4	1	-7	1	4	-6	11	0.9
2: Cc1cc2n(n1)C(c1ccc3c(c1)OCO3)Nc1ccccc1-2 (stereo unspecified)
 : 0.8	0.9	5	1.1	-10	1	-7	5	16	1
3: O=c1[nH]c2cc3c(cc2cc1CN(Cc1ccc2c(c1)OCO2)Cc1nnnn1CC1CCCO1)OCO3 (stereo unspecified)
 : 0.9	1	-2	1	-14	1.1	-5	-3	9	1
4: CC12c3ccccc3C(c3ccccc31)C1C(=O)N(Cc3cccnc3)C(=O)C12 (stereo unspecified)
 : 0.9	1	26	1.1	-14	1.1	-6	2	7	1.1
5: CCOC(=O)CCNc1n[nH]c(=O)[nH]c1=O
 : 1	0.9	-7	1	-13	1	-2	15	5	1
6: CCCC(=O)Nc1ccc(C#Cc2ccccc2)cc1
 : 1	1	-7	1	-8	1	-1	1	2	1
7: O=C1OC2(CCCC2)OC(=O)C1=Cc1c[nH]c2ccccc12
 : /	1.2	13	1	3	/	1	-17	/	/
8: O=C(NCCc1c[nH]c2ccccc12)c1c(Cl)nc2sccn12
 : 1	0.7	-10	1.1	-10	1.1	-6	27	4	1
9: O=C(Nc1ccccc1)c1cnc(-c2ccccc2)nc1-c1ccccc1
 : 1	0.9	-4	1	-5	1	-2	12	4	0.9
10: CC1=NOC(=O)/C1=C\c1ccc(-c2ccc(Br)cc2C(=O)O)o1
 : 1	1	-4	0.9	10	1.5	9	2	-2	1.4

Results follow in this order: Diaph act CS	bIAP activator	L major viab	TNAP act hiacc	TNAP inh no acc	PMI act satM6P	TNAP inh hiacc	bIAP inh	Diaph inh CS	PMI act
11: CN=C1SC(CC(=O)Nc2cc(Cl)ccc2Cl)C(=O)N1C (stereo unspecified)
 : 1	0.9	-19	1	-12	1.1	-4	9	-2	1
12: Clc1ncnc2scc(-c3ccccc3)c12
 : 0.9	1	5	1	-4	1	-2	4	7	1
13: O=C(COc1cccnc1[N+](=O)[O-])Nc1ccc(S(=O)(=O)N2CCOCC2)cc1
 : 0.9	1	6	1	-15	1.1	-2	0	6	1.1
14: Cc1cccc(C(=O)Nc2c(C#N)c(C)c(C)n2Cc2ccccc2)c1
 : 0.9	1	0	1	-7	1	-4	0	5	0.9
15: Cc1ccccc1NC(=O)COC(=O)Cc1ccsc1
 : 1	1.1	-4	1	-9	1.1	-3	-10	4	1.1
16: O=C(OCc1ccc(Cl)cc1)c1ccccc1C(=O)c1ccccc1
 : 0.9	0.7	10	1	-1	0.9	2	30	13	0.8
17: CCN(CC)S(=O)(=O)c1ccc2[nH]cc(C(=O)NCCC3=CCCCC3)c(=O)c2c1
 : 0.8	1.1	81*	1.1	-10	0.9	-8	-9	16	0.8
18: CCS(=O)(=O)N1Cc2ccccc2CC1C(=O)Nc1cccc(C)c1 (stereo unspecified)
 : 0.9	1.1	8	1.1	-15	0.8	-6	-15	10	1
19: CCCc1nc2c(sc3nc4c(cc32)COC(C)(C)C4)c(=O)n1Cc1ccco1
 : 0.7	1	11	1	-10	1	-5	-4	27	0.9
20: CCN(CC(=O)Nc1ccc([N+](=O)[O-])cc1OC)c1ccccc1
 : 0.9	0.8	1	1	7	1	1	18	14	1

Results follow in this order: Diaph act CS	bIAP activator	L major viab	TNAP act hiacc	TNAP inh no acc	PMI act satM6P	TNAP inh hiacc	bIAP inh	Diaph inh CS	PMI act
21: Cc1cc(-c2n[nH]c(=S)n2/N=C/c2ccc(C)s2)n[nH]1
 : 0.7	0.8	-2	1	-66	1	-2	16	32	0.9
22: COc1ccc(C2CC(c3ccc4ccccc4c3OC(C)=O)=NN2C(=O)/C=C/c2ccccc2)cc1 (stereo unspecified)
 : 0.7	0.8	36	1	-3	0.9	-3	16	26	0.9
23: NC(=O)CSc1nccn1Cc1ccc2c(c1)OCO2
 : 1	1.1	-1	1	-9	1	-3	-12	3	0.9
24: Cc1nc(N2CCC(C)CC2)c2c(C)c(C(=O)Nc3cc(F)ccc3C)sc2n1
 : 0.9	0.9	72*	1	2	1	-2	10	7	1
25: COc1ccc(OC)c(NC(=O)CSc2nnc(CNc3ccc(C)cc3C)o2)c1
 : 0.8	1	-5	1	-16	1	-1	-1	18	1.1
26: O=C(Cc1nnc(NC(=O)c2ccccc2)s1)N/N=C/c1ccco1
 : 1	1.1	-2	1	-15	1	3	-10	3	1
27: CCC(CO)Nc1ncnc2c1cnn2-c1ccc(OC)cc1 (stereo unspecified)
 : 0.7	0.9	1	1.1	-21	0.9	-6	7	26	0.9
28: Cc1cc(NC(=O)c2c(-c3ccccc3Cl)noc2C)no1
 : 1	0.9	1	1	-8	1.1	-2	8	1	1.1
29: CCN=c1scc(-c2ccc3c(c2)NC(=O)CO3)n1N=C1CCCC1
 : 0.9	0.9	0	1	-7	0.9	-2	9	11	1
30: COC(=O)N/N=C/c1cc(C)n(-c2ccc(F)cc2)c1C
 : 0.8	1	2	1	-4	1	-1	0	22	1

Of the compounds above, these have a nitro group on carbon.
Results follow in this order: Diaph act CS	bIAP activator	L major viab	TNAP act hiacc	TNAP inh no acc	PMI act satM6P	TNAP inh hiacc	bIAP inh	Diaph inh CS	PMI act
13: O=C(COc1cccnc1[N+](=O)[O-])Nc1ccc(S(=O)(=O)N2CCOCC2)cc1
 : 0.9	1	6	1	-15	1.1	-2	0	6	1.1
20: CCN(CC(=O)Nc1ccc([N+](=O)[O-])cc1OC)c1ccccc1
 : 0.9	0.8	1	1	7	1	1	18	14	1

(further entries)
Results follow in this order: Diaph act CS	bIAP activator	L major viab	TNAP act hiacc	TNAP inh no acc	PMI act satM6P	TNAP inh hiacc	bIAP inh	Diaph inh CS	PMI act
31: COc1ccc(CN(C)CC(=O)Nc2ccc(N3CCOCC3)cc2)cc1OC
 : 0.8	0.8	-2	1	-5	0.9	-2	15	17	0.8
32: CC1=C(C(=O)OC(C)C)C(c2cccc(F)c2)N2C(=O)C(C)SC2=N1 (stereo unspecified)
 : 1	1.1	-5	1	-10	0.9	-5	-8	5	0.9
33: Cc1nc(N2CCN(c3ccccn3)CC2)c2c(C)c(C(=O)Nc3ccc(F)cc3F)sc2n1
 : 0.9	1	29	1	-5	1	0	2	10	1
34: CCCOc1ccc(N2CC(C(=O)Nc3ccc(N4CCOCC4)cc3)CC2=O)cc1 (stereo unspecified)
 : 1	1.1	-6	1	-2	1	2	-11	-2	1
35: O=C(O)c1cccc(N2C(=O)Nc3ccccc3N2O)c1
 : 1	1	-4	1	-20	1.1	-1	-1	2	1
36: CCOc1ccc(N(CC)S(=O)(=O)c2ccc3c(c2)oc(=O)n3C)cc1
 : 0.9	1	57*	1	-4	1	2	5	6	1
37: O=C(COc1ccc2ccccc2c1)Nc1ccc(Cc2ccncc2)cc1
 : 0.9	1	0	1	-8	1	-1	-4	5	1
38: COc1ccc(N2C(=O)CCC(C(=O)N3CCCCC3)C2c2ccc(OC)c(OC)c2)cc1 (stereo unspecified)
 : 0.9	1	-8	1.1	-16	1	-6	0	9	1
39: CCN(CC)C(=O)C1CCCN(C(=S)Nc2cccc3ccccc23)C1 (stereo unspecified)
 : 0.8	1.2	-9	1	-11	0.6	3	-22	17	0.8
40: FC(F)(F)c1cccc(Oc2ccc3c(C(F)(F)F)cc(C(F)(F)F)nc3n2)c1
 : 0.9	0.9	-1	1	-3	1	-2	6	10	0.9

As entered above.
O=C(COc1ccc2ccccc2c1)Nc1ccc(Cc2ccncc2)cc1 | PMI act: 1
O=C(O)c1cccc(N2C(=O)Nc3ccccc3N2O)c1 | TNAP act hiacc: 1
CCCOc1ccc(N2CC(C(=O)Nc3ccc(N4CCOCC4)cc3)CC2=O)cc1 (stereo unspecified) | PMI act satM6P: 1

Continued:
Results follow in this order: Diaph act CS	bIAP activator	L major viab	TNAP act hiacc	TNAP inh no acc	PMI act satM6P	TNAP inh hiacc	bIAP inh	Diaph inh CS	PMI act
41: C/C(=N\OCc1ccc(C#N)cc1)c1ccccc1
 : 0.9	1.1	-9	1	-8	0.9	-2	-8	14	0.9
42: COC(=O)[C@H](CC(C)C)NC(=O)Nc1cccc(Br)c1
 : 0.9	0.9	3	1	-10	0.9	3	9	5	0.9
43: COc1cccc(N2CCN(C3CC(=O)N(c4ccc(Cl)cc4)C3=O)CC2)c1 (stereo unspecified)
 : 0.7	0.9	-2	1.1	-5	1	-5	6	25	1
44: Cc1ccn2c(C(=O)CSc3ccccc3Cl)c(C)nc2c1
 : 0.9	0.9	-2	1	-9	0.9	1	14	10	1
45: CCN(C(=O)CN1CCCCC1)C1(C)C(=O)c2ccccc2C1=O
 : 1.1	1	-4	1.1	-6	1.1	-6	-3	-7	1
46: COC(=O)CC1C(=O)NCCN1C(=O)CSc1nc2ccc([N+](=O)[O-])cc2s1 (stereo unspecified)
 : 1	1	14	1	-1	0.9	3	-3	3	1.1
47: COc1cccc(OC)c1C(=O)NN1CCCCC1
 : 0.8	1	-6	1.1	-13	0.9	-5	1	22	0.8
48: COc1ccc(N2CCN(c3oc(-c4ccco4)nc3C#N)CC2)cc1
 : 0.8	0.9	-3	1.1	-5	0.9	-10	9	22	1
49: CCOC(=O)C1=C(C)NC(=S)N(C(C)=O)C1c1ccccc1 (stereo unspecified)
 : 1	0.8	21	1	-5	1	0	15	0	1

Rows are unselected; overall some 10% were active at least once.
